Compound activity: PubChem, Broad Institute
Wnt act = activates Wnt/beta-catenin signaling in a reporter cell assay; activator, plate reader; activation, % at 9.35 µM; hit rate 1.2% among 300,000; AID 743398; in the data active means activation above about 30%, passing the limit was not always enough;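 further: 0% = neutral control wells and 100% = positive control wells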
* marks the source's active call; other numbers are inactive results. Not all compounds are listed (hit frequency here may not be typical).

SMILES	Wnt act
CCN(CC(=O)NC(C)(C)C)C(=O)c1cccc(S(=O)(=O)N2CC3(C)CC2CC(C)(C)C3)c1 (stereo not given)	0
COC(=O)[C@]12C[C@H](CC(=O)NCc3cccc(C(F)(F)F)c3)C(=O)N(CCC3=CCCCC3)C1=C[C@H](COCc1ccccc1)O[C@@H]2C	-6
CC1C(O)=C(c2ccccc2)P(=O)(Cc2ccccc2)C1C (stereo not given)	-1
COC(=O)N1CCCCC1c1cc(C(=O)NCc2ccccc2)no1 (stereo not given)	1
CCc1nc2c(OCCc3cccc(OC)c3)cccn2c1N(C=O)Cc1ccccc1	-1
Nc1nc(-c2ccccc2Cl)cs1	18
CC(C)(C)c1ccc(OC(=O)c2ccc(-n3cncn3)nc2)cc1	-2
CC(=O)c1cccc(OCC(=O)N(C)CC(=O)Nc2ccc(F)cc2)c1	1
CN(C)c1ccc(-c2ccnc3c2CC(C)(C(=O)NCCc2ccccc2)O3)cc1 (stereo not given)	-1
O=C1c2ccccc2C(c2nnnn2-c2ccc3c(c2)OCCO3)N1C1CC1 (stereo not given)	-1
CCn1c(CCl)nc2cc(S(=O)(=O)N3CCOCC3)ccc21	-6
O=c1[nH]c(=S)[nH]c2c1[C@H](CCc1cccc(Cl)c1)O[C@H](C1CCCC1)C2	3
COc1ccc(C(=O)N2CCCCC2c2cc(C(=O)Nc3ccccc3)no2)cc1 (stereo not given)	-3
FC(F)(F)c1ccccc1Cc1c(-c2cccc(Br)c2)nc2c3ccccc3ccn12	-4
COC(=O)N(C)C[C@H]1OCc2cn(nn2)CCCC(=O)N([C@H](C)CO)C[C@@H]1C	-2
CCCCn1nnnc1C(c1ccccc1)N1CCN(c2cc(C)ccc2C)CC1 (stereo not given)	-3
Cc1[nH]ncc1Nc1c(C(C)C)cccc1C(C)C	0
Cc1c(C(=O)NCc2ccc([N+](=O)[O-])cc2)sc(=O)n1Cc1ccc(-c2ccccc2)cc1	-2
COc1cccc(-c2cnc3c(NC(C)=O)cc(-c4cccc(C(=O)N(C)C)c4)cn23)c1	-2
COc1ccc(-c2nc3ccc(C)cn3c2CC2CCCCC2)cc1OC	2
CC1(Cc2ccccc2C#N)C(=O)Nc2cc(-c3ccccc3Cl)ccc21 (stereo not given)	-3
Cc1ccc2nc(-c3ccco3)c(Cc3ccsc3)n2c1	-2
CCCS(=O)(=O)NC(=O)C1(C)CCN(C(=O)c2ccc(C(F)(F)F)cc2)C1 (stereo not given)	0
Cc1ccc(S(=O)(=O)NC(=O)C2(C)CCN2C(=O)c2ccccc2)nc1 (stereo not given)	1
CCOc1ccc(-c2nc(CSCC(=O)NC3CCN(Cc4ccccc4)CC3)c(C)o2)cc1	-7

The results go on.
SMILES	Wnt act
CCC(C(=O)Nc1c(C)cccc1C)n1c(-c2ccc(=O)[nH]c2)nc2ccccc21 (stereo not given)	-1
CC1(Cc2ccc(S(C)(=O)=O)cc2)C(=O)Nc2ccc(Cl)cc21 (stereo not given)	-5
O=C(O)c1ccccc1-c1ccc(C=c2sc3nc4cc(Br)cnc4n3c2=O)o1	-1
O=C1C(c2ccccc2)CN1Cc1ccccc1 (stereo not given)	-2
COC(=O)[C@]12C[C@H](CC(=O)N3CCCC3)C(=O)N(CCC3=CCCCC3)C1=C[C@H](COCc1ccccc1)O[C@@H]2C	-4
OC[C@@H]1CN(Cc2cccs2)C[C@H](n2cnc3c(N4CCCC4)ncnc32)O1	-1
Cc1[nH]nc2c1C(c1ccccc1)N(c1ccccc1)C2=O (stereo not given)	0
O=C1NC[C@@H](CCCCN2C[C@H](Cc3ccc(O)cc3)N(Cc3ccccc3)C(=O)C2=O)N(CC2CCCCC2)C1=O	-2
OC[C@@H]1CN(CCN2CCOCC2)C[C@H](n2cnc3c(NCc4ccco4)ncnc32)O1	1
CCCCC(c1nc2ccccc2[nH]1)n1c(=O)c(-c2ccccc2)nc2cc(C)c(C)cc21 (stereo not given)	-1
Cn1cc(CC(=O)Nc2ccc(Oc3cccnc3)cc2)c2ccccc21	1
C=CCNc1ncnc2c1ncn2[C@H]1CN(Cc2ccc(F)cc2)C[C@@H](CO)O1	-1
CCCCCc1c(-c2ccccc2OC)ncn1CCc1ccccc1OC	-14
COC(=O)[C@]12C[C@H](CC(=O)NCc3ccc(C)o3)C(=O)N(Cc3ccccc3)C1=C[C@H](C(C)(C)C)O[C@@H]2C	-3
CCCS(=O)(=O)NC(=O)C1(C)CCCN(C(=O)c2ccc(C(=O)OC)cc2)C1 (stereo not given)	-1
COc1ccc(S(=O)(=O)NC(=O)C2(C)CCN2C(=O)COc2ccc(Cl)cc2)cc1 (stereo not given)	0
CC(C)(C)c1ccc(C(=O)N2CCC2(C)C(=O)NCc2ccc3c(c2)OCO3)cc1 (stereo not given)	-1
COc1ccc(NC(=O)C2Cc3c(-c4cccc(NC(C)=O)c4)ccnc3O2)cn1 (stereo not given)	-1
O=c1[nH]nnc2c1ncn2C1OC(CO)C(O)C1O (stereo not given)	-2
CC(=O)Nc1ccc(SC[C@H](c2ccccc2)N2CCN(CCc3ccccc3)CCC2=O)cc1	-1
CCCCN1CCCCC1(C)C(=O)NCc1cccc(OC)c1 (stereo not given)	5
COc1ccc(CCn2cnn3c(=O)c4ccccc4nc3c2=O)cc1OC	1
Cn1cnc(S(=O)(=O)N2CCCCC2c2cc(C(=O)NCc3ccc(F)cc3)no2)c1 (stereo not given)	0
C=CCNc1ncnc2c1ncn2[C@H]1CN(CCN2CCOCC2)C[C@@H](CO)O1	2
O=C(Nc1ccc2c(c1)OCCO2)C1C(c2ccccc2)=Nc2ccccc2N1C(=O)c1cccnc1 (stereo not given)	50*

Next part.
SMILES	Wnt act
Cc1ccc(S(=O)(=O)N2CC3C(=O)C[C@@H](c4ccccc4Cl)N(S(=O)(=O)c4ccc(C)cc4)C3CC2c2ccccc2)cc1 (stereo not given in full)	-1
CCOC(=O)[C@]12CCC=C1N(Cc1cccc3ccccc13)C(=O)[C@H](CC(=O)NCc1cccc(C(F)(F)F)c1)C2	-2
CCOC(=O)C1=CCN(S(=O)(=O)c2cccc(Cl)c2)C1c1ccc(Cl)cc1 (stereo not given)	-2
CCOC(=O)C1(C)CCCN(C(=O)c2cccc(OC(F)(F)F)c2)C1 (stereo not given)	0
CCOC(=O)C(=O)N(C)c1c(CC)nc2c(OCc3cccc(Cl)c3)cccn12	-4
COc1ccccc1Cc1c(-c2ccc(C#N)cc2)nc2ccc(Br)cn12	4
Cn1c(=O)c2cc(NC(=O)NCCc3cccs3)ccc2n1Cc1cccc(C(F)(F)F)c1	-2
O=C(N[C@H](C(=O)N1CCC[C@H]1C(=O)NCc1ccccc1)c1ccccc1)c1ccc(Cl)c(Cl)c1	-7
CSc1ccc(C(=O)NCC2CCN(C(=O)C(=O)c3cc4ccccc4o3)CC2)cc1	-3
Cc1cc(C)cc(NC(=O)CSc2ncc(S(=O)(=O)c3ccccc3)c(=O)[nH]2)c1	-1
CC(C)C[C@@H]1O[C@H](CCc2ccccc2)Cc2[nH]c(=S)[nH]c(=O)c21	-3
Cc1cccc(Cn2c(NC3CCCC3)nc3c2c(=O)[nH]c(=O)n3C)c1	-1
CCOC(=O)N1CCN(C(=O)C[C@@H]2C[C@@]3(C(=O)OC)CCCCC=C3N(CCc3ccc(OC)c(OC)c3)C2=O)CC1	-3
O=C(COC(=O)c1cncc(Br)c1)NC12CC3CC(CC(C3)C1)C2	-3
CCCCCCCCN1C(=O)[C@H](CC(=O)NCc2ccc(C)o2)C[C@@]2(C(=O)OC)CCCCC=C12	-3
O=C(Nc1ccccc1)c1cc(C2CCCN(C(=O)c3ccc4c(c3)CCO4)C2)on1 (stereo not given)	19
COC(=O)c1cc2c(c3c4cc(F)ccc4n(S(=O)(=O)c4ccccc4)c13)C(=O)N(Cc1ccc(C(F)(F)F)cc1)C2	-1
Cc1ccccc1S(=O)(=O)NC(=O)C1(C)CCN1C(=O)CC1CCCC1 (stereo not given)	-3
COc1ccc(S(=O)(=O)N2CCC(C(=O)NCCC(=O)Nc3ccccc3OC)CC2)cc1	16
Nc1ncc(-c2ccc(-c3ccccc3)cc2F)cc1-c1ccccc1F	-1
CCNC(=O)C1(C)CCN(C(=O)C(c2ccccc2)c2ccccc2)C1 (stereo not given)	0
COc1ccc(C=C2CCc3ccccc3C2=O)cc1	-1
COCCNC(=O)c1ccc(-c2ccc(OC)cc2C)c2ccoc12	4
Cc1ccccc1-c1cnc(C(O)c2ccc(C(C)(C)C)cc2)[nH]1 (stereo not given)	0
COC(=O)[C@]1(Sc2ccc(C)cc2)CC(=O)N[C@@H]1c1ccco1	-1

Wnt act, entries above that show a hit
SMILES	Wnt act
O=C(Nc1ccc2c(c1)OCCO2)C1C(c2ccccc2)=Nc2ccccc2N1C(=O)c1cccnc1 (stereo not given)	50*

At a glance, some entries already given:
SMILES	Wnt act
O=C(N[C@H](C(=O)N1CCC[C@H]1C(=O)NCc1ccccc1)c1ccccc1)c1ccc(Cl)c(Cl)c1	-7
CSc1ccc(C(=O)NCC2CCN(C(=O)C(=O)c3cc4ccccc4o3)CC2)cc1	-3
Cc1cc(C)cc(NC(=O)CSc2ncc(S(=O)(=O)c3ccccc3)c(=O)[nH]2)c1	-1
CC(C)C[C@@H]1O[C@H](CCc2ccccc2)Cc2[nH]c(=S)[nH]c(=O)c21	-3
Cc1cccc(Cn2c(NC3CCCC3)nc3c2c(=O)[nH]c(=O)n3C)c1	-1
CCOC(=O)N1CCN(C(=O)C[C@@H]2C[C@@]3(C(=O)OC)CCCCC=C3N(CCc3ccc(OC)c(OC)c3)C2=O)CC1	-3
O=C(COC(=O)c1cncc(Br)c1)NC12CC3CC(CC(C3)C1)C2	-3
CCCCCCCCN1C(=O)[C@H](CC(=O)NCc2ccc(C)o2)C[C@@]2(C(=O)OC)CCCCC=C12	-3
O=C(Nc1ccccc1)c1cc(C2CCCN(C(=O)c3ccc4c(c3)CCO4)C2)on1 (stereo not given)	19
COC(=O)c1cc2c(c3c4cc(F)ccc4n(S(=O)(=O)c4ccccc4)c13)C(=O)N(Cc1ccc(C(F)(F)F)cc1)C2	-1
Cc1ccccc1S(=O)(=O)NC(=O)C1(C)CCN1C(=O)CC1CCCC1 (stereo not given)	-3
COc1ccc(S(=O)(=O)N2CCC(C(=O)NCCC(=O)Nc3ccccc3OC)CC2)cc1	16
Nc1ncc(-c2ccc(-c3ccccc3)cc2F)cc1-c1ccccc1F	-1

(list continues)
SMILES	Wnt act
CCOc1cccc(C=NNC(=O)C(=O)Nc2cccc(C(F)(F)F)c2)c1O	-8
COC(=O)N(C)C[C@H]1OCc2cnnn2CCCC(=O)N([C@H](C)CO)C[C@@H]1C	-1
CN(C)C(CNC(=O)C1CC(=O)N(c2cccc(C(F)(F)F)c2)C1)c1ccccc1 (stereo not given)	-3
CC(O)(c1cccc(F)c1)c1nc(-c2ccc(Cl)cc2)cs1 (stereo not given)	-2
O=C(NCCO)c1cccc(-c2cnc3cccnn23)c1	-2
O=C1N2CCCCC1(Sc1ccccc1)CCC2 (stereo not given)	-3
Cc1ccc(CN2C(=O)CCC2(C)c2nnnn2-c2ccc3c(c2)OCCO3)cc1 (stereo not given)	-6
Cc1cccc(C)c1NC(=O)C(c1ccccc1)N1CCC(c2ccccc2)CC1 (stereo not given)	-5
Nc1nc2c(ncn2[C@@H]2O[C@H](C(=O)N[C@H](Cc3ccccc3)C(=O)NCC3CCCCC3)[C@@H](O)[C@H]2O)c(=O)[nH]1	-6
CC(=O)Nc1ccc(NC(=O)c2ccc(-c3c(C)noc3C)c3ccoc23)cc1	0
COCCCN1C(=O)C(CC(=O)NCCCCc2ccccc2)CC(C(=O)N(C(C)C)C(C)C)=C1C (stereo not given)	-1
CC(C)C[C@H](NC(=O)C1CCCC1)C(=O)N1CCC[C@H]1C(=O)NCc1ccccc1	0
CC1(C(=O)O)CCCN(C(=O)C2(c3ccc(Cl)cc3)CCCC2)C1 (stereo not given)	1
O=C1NC[C@@H](CCCCN2C[C@H](Cc3ccccc3)N(CCc3ccc(O)cc3)C(=O)C2=O)N(CC2CCCCC2)C1=O	-2
CC1(C(=O)Nc2ccc3c(c2)OCCO3)CCC(=O)N1CCOc1ccccc1 (stereo not given)	-1
COc1ccccc1-c1cnc(C(O)c2ccc(Cl)cc2)[nH]1 (stereo not given)	-2
CC1(C(=O)NCc2cccc(C(F)(F)F)c2)CCN1Cc1ccc2ccccc2c1 (stereo not given)	-1
CCC(c1nnnn1-c1ccc2c(c1)OCCO2)N1CCN(CC)CC1 (stereo not given)	0
CCCN(C)C[C@H]1OCc2cnnn2CCCC(=O)N([C@H](C)CO)C[C@@H]1C	-4
CCCCN(C(C)=O)c1c(CC)nc2ccc(C(=O)Nc3cccc(OCC(=O)N(C)C)c3)cn12	-1
COC(=O)c1cc(=O)n(Cc2ccccc2)c(=NCc2ccccc2)s1	0
Cc1ccc(C(=O)N(Cc2ccco2)c2c(N)n(Cc3ccccc3)c(=O)[nH]c2=O)cc1	-2
O=C(Cc1cccc2c(=O)cc(-c3ccccc3)oc12)OCCN1CCOCC1	0
CC(C)Nc1nc(NCCOc2ccccc2Cl)c2sc(-c3ccccc3)cc2n1	-3
CCN1C(=O)[C@@H]2[C@@H]3CN(S(=O)(=O)c4ccc(C)cc4)[C@@H](c4ccccc4F)[C@@H]3C(=O)C[C@@H]2C1=O	-1

Carrying on:
SMILES	Wnt act
CCOC1=C2[C@H](c3ccccc3)N(S(=O)(=O)c3ccccc3)C[C@H]2n2c(=O)n(-c3ccccc3)c(=O)n2C1	-1
COc1cccc(-c2nc3nc(C)cc(C)n3c2Nc2ccc3c(c2)OCCO3)c1	16
O=C(Nc1ccccc1)C1Cc2c(-c3ccccc3Oc3ccccc3)ccnc2O1 (stereo not given)	-2
CCCCN1CC(N2CCN(C(=O)c3ccco3)CC2)CS1(=O)=O (stereo not given)	-1
CN(Cc1ccccc1)C(=O)Cn1nnc(-c2ccccc2)c1COc1ccc2ccccc2c1	-2
O=C(Nc1ccc(F)c(Cl)c1)c1cc(C2CCCCN2C(=O)CCc2ccccc2)on1 (stereo not given)	-2
CCCNC(=O)C1(C)CCN(C(=O)c2cc(C)n(C(C)(C)C)n2)C1 (stereo not given)	-1
CN(Cc1ccncc1)C(=O)[C@@H]1CCCN1C(=O)[C@@H]1CCCN1	-1
CC(C)CNc1ncnc2c1ncn2[C@H]1CN(Cc2cccc3ccccc23)C[C@@H](CO)O1	-9
Cc1ccc(S(=O)(=O)NCc2ccc3c(c2)OCO3)cc1	-1
